ALOX12 inhib – 12-hLO (ALOX12) enzyme inhibition; P18054; Potency, µM (highest dose often 57.1 µM), inactives show at the top dose activity change, negative = inhibition, actives largely listed as inhibitors; actives 0.12% (n = 150,000); purified 12-hLO, xylenol orange hydroperoxide absorbance; note: potency is the fitted concentration of half-maximal effect; nearly all actives have a fitted effect of over 55% in size; many of its hits are not listed in these tables
Target sequence (P18054 whole entry, looked up): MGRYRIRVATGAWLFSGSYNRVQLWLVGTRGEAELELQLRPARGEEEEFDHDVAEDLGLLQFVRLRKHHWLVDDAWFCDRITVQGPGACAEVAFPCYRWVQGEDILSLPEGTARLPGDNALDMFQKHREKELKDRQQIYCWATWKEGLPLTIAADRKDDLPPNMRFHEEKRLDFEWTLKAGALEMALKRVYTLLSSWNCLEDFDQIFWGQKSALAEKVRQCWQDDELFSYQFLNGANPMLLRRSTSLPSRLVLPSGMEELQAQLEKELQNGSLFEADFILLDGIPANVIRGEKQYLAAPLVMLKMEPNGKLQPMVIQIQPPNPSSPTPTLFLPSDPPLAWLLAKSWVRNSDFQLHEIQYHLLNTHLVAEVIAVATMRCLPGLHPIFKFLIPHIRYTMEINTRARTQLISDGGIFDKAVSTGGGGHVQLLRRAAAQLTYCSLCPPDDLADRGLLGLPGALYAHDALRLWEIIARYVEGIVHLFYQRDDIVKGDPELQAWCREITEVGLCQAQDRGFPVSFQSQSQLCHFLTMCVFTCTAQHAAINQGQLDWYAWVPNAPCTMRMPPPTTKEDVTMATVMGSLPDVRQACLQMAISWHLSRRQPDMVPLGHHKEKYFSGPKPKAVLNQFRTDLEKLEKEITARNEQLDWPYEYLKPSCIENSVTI
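Purified human 12hLO (150 nM final) was preincubated with compounds for 15 min at room temperature in 25 mM Hepes pH 7.0, 0.01% Triton X-100, then reacted with 40 uM arachidonic acid for 30 min. Hydroperoxide was detected with ferrous iron/xylenol orange.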
15-hLO-2 inh – blocks human 15-lipoxygenase 2 activity. AID 881. purified 15hLO-2, xylenol orange hydroperoxide absorbance. O15296. Potency, µM (highest dose often 57.1 µM), inactives show top-dose activity change, negative = inhibition, usual class: inhibitors. actives 0.56% (n = 110,000); note: potency is the fitted concentration of half-maximal effect; nearly all actives have a fitted effect of over 60% in size; many of its hits are not listed in these tables
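Enzyme 50 nM, AA 45 uM, 25 mM Hepes pH 7.5 + 0.01% Triton X-100; cpd preinc 15 min RT, rxn 90 min RT; stop/detect with 200 uM XO + 300 uM Fe(II) in 50 mM H2SO4, 30 min; A573/A405.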
PNC inhibitor – blocks assembly of the perinucleolar compartment; PC3M PTB-GFP, PNC prevalence imaging, 16 h; active compounds read low; activity change (PNC), negative = inhibition, % at 10 µM; AID 2417; actives 3.1% (n = 140,000);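 active = readout at or below -70, meaning at least 70% loss of cells showing the perinucleolar compartment, a nuclear body marking cancer cells; inconclusive = readout between -30 and a set limit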;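 note: plate controls were DMSO wells for no effect and camptothecin positive control wells for full effect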
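Read-out is percentage of cells bearing a perinucleolar compartment, from automated 20x imaging of fixed, Hoechst-stained PC3M PTB-GFP cells. Cells were seeded 4 h, then exposed 16 h to compound (23 nl of library stock) in duplicate plates.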
IMPase inh – membrane-permeable compound that blocks inositol monophosphatase; P97697; CHO-M1 cells, IP1 accumulation, HTRF TR-FRET ratio; inhibition (IP1 accumulation), % at 46.1 µM; 120,000 tested, under 10 active; AID 901; active = well fitted curve in the direction sought with a large enough effect in the signal ratio, not every such curve was filed as active; inconclusive = small, poorly fitted or top-dose-only effect, or a change in a side signal; inactive = no such curve, though single readings can be large or run the other way; the % refers to the signal ratio;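 note: cells stimulated with carbachol in lithium chloride buffer; plate controls were DMSO basal wells for no effect and reference inhibitor wells for full effect; higher means more IMPase inhibition seen as more IP1 and lower FRET ratio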
Target sequence (P97697 whole entry, looked up): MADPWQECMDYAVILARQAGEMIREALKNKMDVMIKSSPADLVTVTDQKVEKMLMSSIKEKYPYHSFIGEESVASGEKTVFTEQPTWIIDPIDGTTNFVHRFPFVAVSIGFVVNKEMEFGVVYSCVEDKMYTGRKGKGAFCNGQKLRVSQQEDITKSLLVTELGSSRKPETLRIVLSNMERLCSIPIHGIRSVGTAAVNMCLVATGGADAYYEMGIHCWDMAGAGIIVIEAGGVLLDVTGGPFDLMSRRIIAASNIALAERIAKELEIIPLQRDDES
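The IP-One HTRF competitive assay in carbachol-stimulated CHO-M1 cells quantifies cellular IP1. Compounds spanned up to 46 uM final, and activity is expressed as AC50 from concentration-response fits of the ratio and donor data.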
Numbers without * were called inactive; ? = inconclusive; · = not tested or not shown; [ ] = dose if it differs, or a comment. Unless noted, calls come from the whole dose curve; as a rule, active = well fitted curve in the direction sought with a large enough effect; inconclusive = small, poorly fitted or top-dose-only effect, or another doubt; inactive = no such curve, though single readings can be large; an effect the other way counts as inactive or inconclusive. Unless noted, % is set by controls: 0 for no effect and ±100 for the full control effect. These rows are one share of the data; rates above refer to the full screens.

canonical_smiles | ALOX12 inhib | 15-hLO-2 inh | PNC inhibitor | IMPase inh
CCOc1ccc(CCNC(=O)C2CCN(S(=O)(=O)N3CCC(C)CC3)CC2)cc1OCC | -2% | · | 46 | ·
N#Cc1nn(-c2ccccc2)nc1N1CCCCC1 | -4% | 8% | 37 | -6
Nn1c(SCC(=O)NC(=O)NCc2ccco2)nnc1-c1ccc(OC(F)F)cc1 | 1% | -18% | -1 | 7
CC1(C)C(O)C=C[C@@]2(C)C1CC(=O)O[C@@]1(C)C3=CC(=O)OC(c4ccoc4)[C@]3(C)CCC21 (stereo not given in full) | -4% | -8% | · | ·
CCNC(=O)CCC(N)C(=O)O (stereo not given) | 3% | -1% | · | ·
COc1ccc2c(C(=O)CN3CC(C)OC(C)C3)c[nH]c2c1 (stereo not given) | -3% | 20% | -17 | 10
O=C(Cn1nc(-c2ccc(Cl)cc2)c2ccccc2c1=O)NCC1CCCO1 (stereo not given) | -3% | -5% | 5 | ?
COc1ccc(C2/C=C\CN(S(=O)(=O)c3ccc(C)cc3)CC(=O)N2Cc2cccc(F)c2)cc1 (stereo not given) | -2%[0.00818 µM] | -1%[0.0915 µM] | · | ·
Cn1ccnc1C(=O)c1cccc([N+](=O)[O-])c1 | 1% | · | 8 | -2
CCCC[C@@H]1C[C@H]1C(NC(=O)c1ccc(-c2ccccc2)cc1)c1ccc(-c2ccccc2)cc1 (stereo not given in full) | 0% | 11% | · | ·
O=C(C1CCN(S(=O)(=O)c2cccc3cccnc23)CC1)N1CC=C(c2ccccc2)CC1 | 4% | -8% | -20 | 9
CCC(C)(C)NC(=O)c1cc(C(=O)OC)cc([N+](=O)[O-])c1 | -3% | 2% | 22 | -2
CC1CCN(c2nnc(NC(=O)Cn3c(=O)oc4ccccc43)s2)CC1 | 8% | -8% | -13 | -10
Cc1ccc(SCCC(=O)NCCSCc2ccccc2C)cc1 | -29% | -20% | -22 | -5
O=C(C(=O)N1CCc2ccccc2C1)c1cn(CC(=O)N2CCCC2)c2ccccc12 | -1% | · | 16 | -9
CCN(CC)C(=O)CSc1nc2c(sc(=S)n2Cc2ccco2)c(=O)n1-c1ccccc1 | -11% | -19% | 18 | ?
Cc1ccc(N(C)C(=O)c2ccc3c(Cl)c4c(nc3c2)CCC4)cc1C | -6% | · | 14 | ·
Nc1c(S(=O)(=O)c2ccccc2)cnc2c(-c3ccc(F)cc3)cnn12 | -2% | -13% | ? | -3
COc1cc(C(=O)Nc2ccc3c(c2)Cc2ccccc2-3)cc(OC)c1OC | 1% | · | 4 | ·
CC(NC(=O)NC1CCCCC1)C(c1cccs1)N1CCN(C)CC1 (stereo not given) | 9% | 5% | 8 | 6
Cc1c(C(=O)NCc2ccccc2)oc2ccc(S(=O)(=O)N3CCCC3)cc12 | -2% | 0% | 30 | 10
CCc1cc2c(SCC(=O)c3ccccc3)ncnc2s1 | -3% | · | -17 | 4
Cn1nc(C(F)(F)F)c2cc(NC(=O)OCC(C)(C)C)sc21 | -18% | -15% | -13 | -5
S=c1[nH]nc(CCc2ccc(Cl)cc2)o1 | -1% | · | 58 | ·
c1ccc2[nH]c(CSc3ncnc4c3oc3ccccc34)nc2c1 | -18% | 14% | 6 | ?
O=C(COc1ccc2ccccc2c1)Nc1cccc2cccnc12 | -6% | 0% | 44 | 3
CC(=O)Nc1nnc(CCN2CCCCC2)s1 | -3% | -4% | 27 | 4
O=C(NCC(F)(F)F)Nc1ncccn1 | 3% | -2% | -1 | 1
Cn1nnnc1SCC(=O)NC(C)(C)C | 0% | -3% | 3 | ?
C/C(=N\NC(N)=S)c1ccc(Cl)s1 | -3% | · | 0 | ·
CCOC(=O)c1c(C)nc(SC)c(C#N)c1-c1ccccc1 | -2% | · | -14 | -7
CS(=O)(=O)N(CC(N)=O)Cc1ccc(Cl)cc1 | 1% | 0% | -27 | 7
COc1ccc(Nc2nc(NCCO)nc(OC)n2)cc1 | 10% | 5% | -7 | 1
COC(=O)c1c(C)[nH]c(C(=O)CN2CCOCC2)c1C | 1% | -12% | ? | 1
COc1ccc(/C=N/NC(=O)Nc2cccc3nsnc23)c(OC)c1 | 1% | -2%[11.4 µM] | 15 | -2[1.84 µM]
CN1CCN(S(=O)(=O)c2ccc(Cc3ccc(S(=O)(=O)N4CCN(C)CC4)cc3)cc2)CC1 | 3% | 14% | ? | 1
CCOc1ccc(C(=O)Nc2c3c(nn2-c2ccc(F)cc2)CS(=O)C3)cc1 (stereo not given) | -5% | 2% | 2 | -5
CCCn1c(NCc2cc(OC)ccc2OC)nc2ccccc21 | -2% | 33%[activator] | 26 | 12
Cc1cc(C)n2nc(N)c(N=Nc3ccc4c(c3)OCO4)c2n1 | 1% | · | -13 | ·
CN1C(=O)C(O)(CC(=O)c2ccccc2O)c2cc(Br)ccc21 (stereo not given) | -12% | -10% | -13 | -1
O=C(CC(c1ccco1)S(=O)(=O)c1ccccc1)c1ccc(F)cc1 (stereo not given) | -4% | -6% | ? | 3
CCOC(=O)N1CCN(C(=O)CSc2nnc(-c3cc(OC)cc(OC)c3)o2)CC1 | 0% | -7% | 14 | 0
COc1ccc(CCC(=O)Nc2cc(Cl)ccc2N2CCN(C)CC2)cc1 | 0% | 27% | -14 | -2
CC(=O)CC(=O)Nc1cccc2c1CCCC2 | -5% | -5% | 18 | -9
O=C(O)C1CCCN1c1ncnc2c1oc1ccccc12 (stereo not given) | 0% | 2% | ? | -5
Cc1cccc(NC2(C(F)(F)F)N=C(c3ccccc3)NC2=O)n1 (stereo not given) | -1% | -4% | 38 | -3
COC(=O)c1c(-n2c(C)cc(C=O)c2C)sc2c1CCCC2 | -22% | 5% | -22 | 5
Cn1c(=O)cc(OCCCC(=O)N2CCN(c3ccccc3)CC2)c2ccccc21 | -1% | -3% | 58 | 5
Cc1cc2c(c(=O)n1Cc1cccnc1)C(Cc1ccccc1)C(C#N)=C(N)O2 (stereo not given) | -8% | 1% | -29 | 3
Cc1ccc2nc(C)cc(OCC(=O)O)c2c1 | -2% | -5% | ? | 4
COc1cccc(CSCC(=O)O)c1 | -2%[11.4 µM] | -4%[11.4 µM] | · | ·
CCC(C)(C)NC(=O)c1ccc(Br)o1 | -1% | · | -25 | ·
Nc1nc2sc3c(c2cc1C(=O)N1CCOCC1)CCCC3 | -2% | -4% | 10 | 0
CC(C)CC1(C)NC(=O)N(CC(=O)NC(=O)Nc2ccc3c(c2)OCCO3)C1=O (stereo not given) | -1% | -4% | 14 | 10
O=C(O)C1C2C=CC(O2)C1C(=O)NCc1ccccc1Br (stereo not given) | -2% | -7% | 15 | 5
CCCCCCCSc1nsc(N)n1 | -5% | · | -18 | 0
COc1cccc(N2CC(C(=O)NC3CCCCC3)CC2=O)c1 (stereo not given) | 0% | 4% | 24 | 0
CCC(=O)Nc1c(C(=O)N2CCN(c3ccccn3)CC2)cnn1-c1ccc(Cl)cc1 | -2% | · | 8 | ·
Cc1ccc(NS(=O)(=O)c2cc([N+](=O)[O-])ccc2NNC(=S)Nc2cc(C)ccc2C)c(C)c1 | ? | · | ? | ·
CCc1nc(C)ccc1OC(=O)C12CC3CC(CC(C3)C1)C2 | -5% | · | 13 | -8

Grouped by structure, the entries above containing a cyano group (3)
canonical_smiles | ALOX12 inhib | 15-hLO-2 inh | PNC inhibitor | IMPase inh
N#Cc1nn(-c2ccccc2)nc1N1CCCCC1 | -4% | 8% | 37 | -6
CCOC(=O)c1c(C)nc(SC)c(C#N)c1-c1ccccc1 | -2% | · | -14 | -7
Cc1cc2c(c(=O)n1Cc1cccnc1)C(Cc1ccccc1)C(C#N)=C(N)O2 (stereo not given) | -8% | 1% | -29 | 3

The listing continues.
canonical_smiles | ALOX12 inhib | 15-hLO-2 inh | PNC inhibitor | IMPase inh
CCOC(=O)c1cccc(NC(=O)CSc2nnnn2C)c1 | -2% | 5% | ? | -1
O=C(Oc1cccc2c(OC(=O)N3CCCC3)cccc12)N1CCCC1 | 0% | · | -100* | 17
C=CCNC(=O)c1ccc(N(C)S(=O)(=O)c2ccc(OC)cc2)cc1 | 0% | 8% | 13 | 8
COc1ccc(OC)c(S(=O)(=O)NCc2cn3cccc(C)c3n2)c1 | 6% | · | 27 | 10
CCCC1CC(C)(C(=O)Cn2[nH]c(=O)ccc2=O)OC1=O (stereo not given) | 2% | 3% | -28 | 0
CC(C)c1ccc2nc3sc(C(=O)N4CCc5ccccc5C4)c(N)c3cc2c1 | -19% | -11% | 56 | 1
Cc1ccc(C(C(=O)NC2CCCC2)N2CCCC(C)C2)cc1 (stereo not given) | 1% | -3% | 22 | -4
Cc1ccc(S(=O)(=O)NC(=O)Nc2nnc(C3CC3)s2)cc1 | -2% | 2%[11.4 µM] | -15 | 10[1.84 µM]
CCc1ccc2[nH]c(=O)c(C(c3nnnn3CCOC)N3CCN(c4ccc(F)cc4)CC3)cc2c1 (stereo not given) | -1% | -18% | ? | -8
O=C(Nc1ccc(Br)cc1)/C(=C/c1cccc([N+](=O)[O-])c1)NC(=O)C1CCCCC1 | -8% | 1% | -4 | -1
Cc1ccccc1-n1nnnc1SCC(=O)Nc1ccc(S(=O)(=O)N2CCCC2)cc1 | 0% | -3% | ? | 1
O=C(COc1ccccc1)Nc1ccc2c(c1)nc1n2CCSC1 | -1% | 13% | 3 | -8
O=C1C(SC(F)(F)C(F)F)=C(C(F)(F)F)OC2C3C=CC(C3)C12 (stereo not given) | 2% | -2% | ? | 1
Cc1ccc(NC(=O)c2ccccc2NS(=O)(=O)c2ccc(F)cc2)cc1S(=O)(=O)N1CCCCC1 | -1% | · | ? | ·
Cn1cccc1C(=O)NC(=O)COC(=O)c1ccccc1Sc1ccccc1C#N | 1% | -15% | 18 | 6
CCCn1nc2cc(C(=O)NCc3ccc4c(c3)OCO4)ccc2c1OCC | 1% | -7% | 90 | 4
Clc1ccccc1Cn1nnc2c(Nc3ccccc3)ncnc21 | -6% | 5% | -13 | -3[9.22 µM]
Cc1nnc(SCCn2c(N3CC(C)CC(C)C3)nc3c2c(=O)n(C)c(=O)n3C)s1 (stereo not given) | 0% | 6%[11.4 µM] | 13 | -10[1.84 µM]
COc1cc(NC(=O)c2ncn[nH]2)cc(OC)c1OC | 5% | · | 57 | -1
COc1cc(NS(=O)(=O)c2ccc(NS(=O)(=O)c3ccccc3)cc2)nc(OC)n1 | -3% | -7% | 4 | ?
Cc1c(Cl)cccc1NC(=S)NC1CCN(Cc2ccccc2)CC1 | -18% | · | -17 | 4
Cc1nc(N2CCOCC2)nc(OC(C)C)c1[N+](=O)[O-] | 0% | · | -3 | ·
COc1ccccc1-n1c(SCC(=O)O)nnc1-c1ccc(S(=O)(=O)N2CCCCC2)cc1 | 4% | -2% | ? | 9
CC1CCN(C(=O)CN(C)S(=O)(=O)c2cccc3nsnc23)CC1 | 2% | · | 26 | 1
Cc1ccc(SC(C)C(=O)Nc2ccccc2-c2ccccc2)cc1 (stereo not given) | -4% | · | 67 | ·
Cc1cc(C)cc(-n2nnc(C(=O)NCc3ccc(Cl)cc3)c2N)c1 | -1% | 27%[11.4 µM] | ? | -7[1.84 µM]
Cc1ccc(OC(=O)c2cc3ccccc3o2)cc1 | 5% | -5% | ? | 5
Cc1cccc(Nc2nc(NCCCN3CCOCC3)nc(N)c2[N+](=O)[O-])c1 | 2% | · | ? | ·
CCOC(=O)COc1ccc(N)cc1CC(NC(C)=O)(C(=O)OCC)C(=O)OCC | 2% | -4% | -3 | 4
